# Screening results: PubChem, several laboratories
# SRC1 inh – inhibits human SRC1 coactivator; AID 588354; HEK293 GAL4-SRC1 luciferase reporter, luminescence; Q15788; inhibition, % at 3.6 µM; actives 0.12% (n = 360,000);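 active = inhibition above the campaign mean plus 3 SD, with each screening campaign given its own cutoff, cut at about 60% in these data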;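 also: 0% = DMSO treated cells and 100% = gossypol at 36 µM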
# Target sequence (Q15788 whole entry, looked up, the tested form may be a part): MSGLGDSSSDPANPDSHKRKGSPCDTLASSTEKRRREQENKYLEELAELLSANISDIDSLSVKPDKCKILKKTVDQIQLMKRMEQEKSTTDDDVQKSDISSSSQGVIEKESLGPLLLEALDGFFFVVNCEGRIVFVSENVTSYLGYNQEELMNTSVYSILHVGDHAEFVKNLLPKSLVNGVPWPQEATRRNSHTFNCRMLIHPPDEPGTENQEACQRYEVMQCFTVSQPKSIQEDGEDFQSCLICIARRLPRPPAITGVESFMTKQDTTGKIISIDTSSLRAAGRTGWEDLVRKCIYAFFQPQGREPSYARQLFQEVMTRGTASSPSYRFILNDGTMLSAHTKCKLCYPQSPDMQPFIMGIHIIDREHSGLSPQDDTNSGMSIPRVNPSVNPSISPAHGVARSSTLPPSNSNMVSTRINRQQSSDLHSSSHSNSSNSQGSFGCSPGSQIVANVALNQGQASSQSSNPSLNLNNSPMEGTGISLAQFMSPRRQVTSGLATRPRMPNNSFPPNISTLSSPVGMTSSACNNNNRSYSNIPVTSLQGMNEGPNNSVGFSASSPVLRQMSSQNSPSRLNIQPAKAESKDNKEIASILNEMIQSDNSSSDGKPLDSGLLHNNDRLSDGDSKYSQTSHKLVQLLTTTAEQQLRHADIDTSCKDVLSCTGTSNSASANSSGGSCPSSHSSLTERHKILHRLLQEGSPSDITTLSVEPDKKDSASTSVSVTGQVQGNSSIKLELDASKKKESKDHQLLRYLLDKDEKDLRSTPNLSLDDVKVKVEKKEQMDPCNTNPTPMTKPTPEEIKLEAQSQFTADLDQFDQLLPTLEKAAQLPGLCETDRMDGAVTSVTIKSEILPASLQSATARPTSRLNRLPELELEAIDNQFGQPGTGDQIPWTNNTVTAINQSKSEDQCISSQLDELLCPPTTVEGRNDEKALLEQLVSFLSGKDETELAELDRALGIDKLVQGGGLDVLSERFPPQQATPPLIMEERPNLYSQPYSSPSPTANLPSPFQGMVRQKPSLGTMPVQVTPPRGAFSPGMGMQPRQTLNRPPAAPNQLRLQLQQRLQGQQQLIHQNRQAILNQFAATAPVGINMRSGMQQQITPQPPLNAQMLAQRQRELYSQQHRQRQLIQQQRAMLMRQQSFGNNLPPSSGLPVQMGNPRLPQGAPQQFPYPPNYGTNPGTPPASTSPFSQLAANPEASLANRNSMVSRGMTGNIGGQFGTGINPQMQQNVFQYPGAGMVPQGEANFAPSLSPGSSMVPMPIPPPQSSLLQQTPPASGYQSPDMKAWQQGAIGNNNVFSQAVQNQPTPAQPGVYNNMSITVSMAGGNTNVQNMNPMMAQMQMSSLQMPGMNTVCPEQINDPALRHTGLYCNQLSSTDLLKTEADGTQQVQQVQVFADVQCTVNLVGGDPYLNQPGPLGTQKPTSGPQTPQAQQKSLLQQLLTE
# CF NFkB block – inhibitors of cystic fibrosis induced NF-kB | KKLEB NF-kB-GFP reporter, PAF-induced, GFP fluorescence overnight | actives 0.86% (n = 360,000) | inhibition, % at 5 µM;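 active = at least 50% inhibition at 5 µM, scaled per plate between neutral and stimulator controls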;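 also: PAF is a Pseudomonas aeruginosa culture filtrate used as stimulus; plate controls were PAF-stimulated DMSO wells for no effect and unstimulated DMSO wells for full effect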
# LMP1 NFkB inh – inhibitors of Epstein-Barr LMP1-induced NF-kappaB reporter; LMP1-induced NF-kappaB luciferase reporter cells, luminescence; inhibition, % at 12.5 µM; actives 0.69% (n = 350,000); in the data active = inhibition above about 41%;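 also: 0% = neutral control wells and 100% = reference inhibitor control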
# LRH-1 inv ag – suppresses constitutive activity of human LRH-1; O00482; HEK293T StAR-luciferase reporter, LRH-1 transfected, 24 h; inhibition, % at 3.6 µM; actives 0.13% (n = 360,000); AID 602396;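 active = inhibition above the mean inhibition of all tested compounds plus 3 SD, cut at about 73% in these data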;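 also: 0% = DMSO wells and 100% = reporter-only cells lacking LRH-1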
# KKLEB cytotox – reduces viability of KKLEB cystic fibrosis airway cells; KKLEB CF airway cells viability, ATPlite luminescence, overnight; hits give low values; cells stimulated with P. aeruginosa culture filtrate; activity change (cytotoxicity), % at 5 µM; actives 0.36% (n = 360,000);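 active = corrected activity change at or below -50% at 5 µM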
# TROY NFkB inh – inhibitors of TROY-dependent NF-kB signaling; inhibition, % at 10 µM; actives 0.98% (n = 360,000); Q293 LMP1-TROYcd NF-kB luciferase reporter, 4 h;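 active = compounds whose plate-normalised and pattern-corrected inhibition of the luciferase reporter signal at the single screening dose is 50% or more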
# Shn3 3UTR inh – Schnurri-3 reporter inhibition in Clone20 osteoblasts; Clone20 osteoblast Shn3 3'UTR firefly luciferase, 24 h; inhibition, % at 12.5 µM; actives 0.52% (n = 360,000); AID 588674;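 active = mean inhibition of at least 75% with every replicate also reaching 75%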;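 also: 0% = median of neutral control wells and 100% = pilot-screen positive control compound; some compounds past the cut are filed as inactive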
# SRC3 inh – human NCOA3 inhibition. HEK293 GAL4-SRC3 luciferase reporter, luminescence. inhibition, % at 3.6 µM. actives 0.17% (n = 360,000);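 active = inhibition above a per-campaign cutoff, the mean of all compounds plus 3 SD, cut at about 60% in these data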;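 also: 0% = DMSO-treated cells and 100% = gossypol-treated cells at 36 µM; higher means less SRC3-driven luciferase light from the GAL4 reporter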
# C8 TRAIL sens – sensitizes caspase-8 expressing cells to TRAIL. NB7+C8 cells + TRAIL, ATPlite viability luminescence. inhibition (viability loss, TRAIL sensitization), % at 10 µM. actives 1% (n = 360,000);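 active = compounds causing at least 50% loss of cell viability in the single-dose screen, relative to plate controls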
# COUP-TFII inh – inhibitors of human COUP-TFII (NR2F2); actives 0.7% (n = 370,000); HEK293T NGFI-A luciferase reporter, luminescence; P24468; inhibition, % at 8.6 µM;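 active = inhibition above a per-plate cutoff, mean inhibition of test wells between control levels plus 3 SD, cut at about 38% in these data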;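 also: cells cotransfected with COUP-TFII expression vector driving the NGFI-A reporter; 0% = median of COUP-TF2 test wells and 100% = reporter-only cells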
# TWEAK-Fn14 inh – inhibitors of TWEAK-Fn14 interaction signaling; TWEAK-stimulated Fn14 reporter cells, luciferase luminescence, 8 h; inhibition, % at 10 µM; actives 2% (n = 360,000); AID 1159606; in the data active = inhibition above about 50%
# * hit, by the source's call; / = not tested or not shown.
SMILES,SRC1 inh,CF NFkB block,LMP1 NFkB inh,LRH-1 inv ag,KKLEB cytotox,TROY NFkB inh,Shn3 3UTR inh,SRC3 inh,C8 TRAIL sens,COUP-TFII inh,TWEAK-Fn14 inh
c1cc(N2CCCC2)ccc1C(c1nnnn1C1CCCCC1)N1CCOCC1 (stereo not drawn),-65,-6,-4,-22,8,-8,7,6,-21,14,0
COc1ccc(Cc2c(C(C)(C)C)nc3ccc(C)cn23)c(C)c1,7,-13,/,17,-19,-2,4,13,-8,-7,-1
CCn1c(=O)c(C(=O)CN2CCN(S(=O)(=O)c3ccccc3)CC2)c(N)n(Cc2ccccc2)c1=O,3,-8,-12,23,-14,-1,1,6,-3,1,-27
Cc1cccc(-c2n[nH]c(=S)n2/N=C/C=C/c2ccco2)c1,4,-12,5,-10,9,-2,6,11,-2,20,7
COc1cc(C(=O)Nc2nccs2)ccc1OCc1c(C)noc1C,1,-1,2,-11,15,-15,19,-6,5,5,13
CN=CC1=C(O)c2ccccc2C1=O,-2,4,0,-15,1,30,3,10,-12,8,-5
Cc1nc2scc(C)n2c(=O)c1S(=O)(=O)Nc1ccc(N2CCN(C(=O)C(C)C)CC2)cc1,10,-6,3,4,7,7,23,9,12,-14,-16
CN(C)S(=O)(=O)Oc1ccsc1C(=O)Nc1ccc(Br)cc1,-2,-12,-2,17,4,-17,-13,18,0,-7,-19
Cc1[nH][nH]c(=O)c1C(c1ccc(-c2cccc(C(=O)O)c2)o1)c1c(C)[nH][nH]c1=O,-13,-8,0,-13,-1,-3,-14,-2,-3,22,17
Cn1c(=O)c2[nH]c(-c3ccccc3)c(O)c2n(C)c1=O,10,-3,-3,8,16,16,-21,11,-20,-9,25
COc1cc2cc(C(c3nnnn3Cc3ccc(F)cc3)N3CCCCCC3)c(=O)[nH]c2cc1OC (stereo not drawn),-10,-14,-4,-7,10,16,-25,15,-16,/,-1
CCCCC1(C2CCCC2)NC(=O)NC1=O (stereo not drawn),-12,3,-9,15,-10,-13,-30,16,3,13,8
Cc1ccccc1CNC(=O)C1CCCN(c2cnccn2)C1 (stereo not drawn),8,21,11,-1,5,9,9,0,-15,-4,1
COc1ccc(/C=N\NC(=O)C2=NNC(=O)C2C)cc1 (stereo not drawn),-89,-4,-3,-135,6,-71,-31,-50,39,-56,-21
CC(=NO)C1(C)CC=CCC1CO (stereo not drawn),10,3,7,9,-16,-14,-36,-4,4,8,7
CCOC(=O)N1CCC(NC(=O)CSCc2nc(-c3ccc(OCC)cc3)oc2C)CC1,1,-23,2,2,12,-20,28,-11,10,-5,-14
COc1cc(N=Cc2c(O)[nH]c3ccccc23)cc(OC)c1OC,19,41,11,63,-28,12,9,40,-13,10,14
COc1ccc(-c2nnc3ccc(SCC(=O)N4CCOCC4)nn23)cc1,11,-49,/,4,18,-14,-10,-6,-14,12,3
Cc1c(C(=O)N2CCCCC2)c(S(=O)(=O)N(C)Cc2ccccc2)c(C)n1C,-19,5,-2,6,-2,-20,1,1,4,-11,12
Cc1ccc(S(=O)(=O)N2CCOCC2)cc1NC(=O)COC(=O)c1cncc(Br)c1,7,-4,3,-2,-10,6,-13,5,6,-10,-11
Cc1ccc(NC2(C#N)C(=O)Nc3ccccc32)cc1C (stereo not drawn),-23,-6,-9,10,15,-22,10,-11,12,-5,-4
CC1(Br)C(Sc2ccccc2[N+](=O)[O-])=Nc2ccccc21 (stereo not drawn),/,/,/,-29,/,18,/,/,10,-6,-23
Cc1cc2nc(-c3ccc(SCC(=O)N4CCOCC4)nc3)[nH]c2cc1C,-65,-4,-9,-65,-33,-5,-11,-41,68*,-49,29
COc1cc(C(CC(=O)Nc2ncccc2C)N2Cc3ccccc3C2=O)cc(OC)c1OC (stereo not drawn),5,1,-2,-13,-1,-2,9,4,-16,14,11
CCc1ccccc1Nc1nc2ccccc2n1C(C)C,-17,-14,1,-5,-3,27,15,12,-4,-5,-9
CC(=O)NNc1cccc(Cl)n1,6,-1,6,-15,-8,2,14,0,-3,-4,-7
CNS(=O)(=O)c1cn(CC(=O)NCc2ccc(F)cc2)cc1S(=O)(=O)NC,9,16,2,-2,-15,1,1,-2,-19,-4,-13
CCOc1ccccc1N1CCN(C(=O)c2cc3c(s2)CCC3)CC1,-8,28,-15,0,-10,-3,4,6,8,7,-25
CCN1CCN(Cc2c(C)[nH]c3ccc(C(=O)OC)cc3c2=O)CC1,-8,16,-1,-9,0,-5,2,-2,-11,0,-7
O=S(=O)(NCc1cccnc1)c1ccc(Cl)c(Cl)c1Cl,-3,-5,4,3,5,-10,-5,14,-1,6,-25
C=CCOc1ccc(Cl)cc1CNC1CCCC1,15,6,-4,12,-4,1,10,20,5,3,-5
CCN1CCN(S(=O)(=O)c2ccc(Cl)c(C(=O)NC3CCCCC3)c2)CC1,5,-6,0,10,19,29,23,-2,-13,2,-11
O=C(c1ccccc1)c1cc(F)c(N2CCOCC2)cc1Cl,-4,2,-13,1,3,-16,8,0,7,5,-10
Cc1nnc(NC(=O)C23CC4CC(C)(CC(C)(C4)C2)C3)s1,9,8,0,23,-19,12,12,7,-4,3,14
COc1cccc(Cn2c(=O)sc3ccccc3c2=O)c1,-34,1,-17,-5,-4,-20,5,-23,-4,-10,-14
COCCN(C(=O)COC(=O)c1ccc2ccccc2c1)c1c(N)n(Cc2ccccc2)c(=O)[nH]c1=O,14,16,-4,-1,-8,5,-8,3,-8,-1,12
CCOC(=O)Cc1csc(NC(=O)/C=C/c2ccccc2Cl)n1,7,22,-2,-26,7,-41,-12,8,-1,12,1
CCOc1ccc(NC(=O)CN(C)C(=O)C2CC(=O)N(c3cccc(SC)c3)C2)cc1OCC (stereo not drawn),-2,1,32,-11,-2,-17,-26,15,-23,-6,9
O=C(CCCOC(=O)c1ccc(O)cc1O)c1ccc(Br)cc1,4,11,4,13,30,38,5,-9,-8,5,-16
Nn1c(SCC(=O)N2CCCCCC2)nnc1-c1ccco1,-3,3,-1,8,4,-2,1,0,5,8,7
CC(Oc1ccc2ccccc2c1)C(=O)NNC(=O)Nc1ccccc1F (stereo not drawn),1,2,-9,-10,-2,4,-15,18,0,-13,0
Cc1cc(NC(=O)c2c(F)cccc2Cl)n(-c2nc3ccccc3[nH]2)n1,5,-41,10,24,1,27,-10,8,24,3,32
CCCCCC(=O)N1CC2(C)CN(C(=O)CCCCC)CC(C)(C1)C2=O,5,16,-10,20,-8,-5,-8,14,-9,6,-8
CC(=O)Nc1ccc(S(=O)(=O)Nc2ccc3c(c2)CCC3)cc1,8,-3,17,8,3,2,29,1,24,20,16
CC12c3ccccc3C(c3ccccc31)C1C(=O)N(Cc3cccnc3)C(=O)[C@H]12 (stereo partly drawn),-1,3,-9,4,13,-4,10,13,2,19,8
CCOc1ccc(C2NC(=O)c3ccccc3O2)cc1OC (stereo not drawn),14,-16,-1,1,4,-2,-6,10,7,-11,16
CC(=O)c1c(C)[nH]c(C(=O)OCC(=O)Nc2cccc(S(=O)(=O)N(C)C)c2)c1C,9,6,6,17,4,2,42,24,22,-11,21
CCCCN(C)C(=O)c1ccc2c(c1)S(=O)(=O)c1ccccc1C2=O,-3,1,6,-1,-1,-3,21,2,-30,-3,-3
CCN(CCn1cccn1)C(=O)c1ccc2nc(Cc3ccc(OC)cc3)oc2c1,-19,-3,-3,2,2,-3,-69,-10,-11,-14,-6
CNC(=S)N/N=C/c1cn(Cc2ccc(F)cc2)c2ccccc12,11,-36,-6,25,-1,-10,46,5,5,6,0
Cc1cc(C)c(S(=O)(=O)c2ccc(Cl)cc2)c(Cl)n1,8,23,0,-10,-11,-5,-4,23,16,-14,-5
COc1ccc(NC(=O)CN(C)CC(=O)Nc2ccc(Cl)c(S(=O)(=O)N(C)C)c2)cc1,-3,4,2,3,2,2,-7,4,-13,2,9
COc1ccc(CNC(=O)C2CC(c3ccc(C(F)(F)F)cc3)=NO2)cc1 (stereo not drawn),6,23,-11,-21,-17,10,21,-14,35,-24,10
COc1cc(OC)cc(-c2c(C#Cc3ccsc3)c3cc(-c4cccc5[nH]cc(C=O)c45)ccc3n2C)c1,-1,73*,-11,26,-14,4,-10,13,12,5,9
COc1ccccc1C/C(N)=N/OC(=O)c1ccco1,-14,-14,-2,-12,11,-54,-5,-3,2,-21,-18
Cc1onc(-c2c(F)cccc2Cl)c1C(=O)Nc1cc(S(=O)(=O)N2CCCCC2)ccc1O,1,56*,0,-9,-14,64*,-2,-8,13,-3,64*
CCOc1ccc(N2CC(C(=O)NC(C)C)CC2=O)cc1 (stereo not drawn),-23,4,1,1,-1,-25,-8,18,-6,-3,-6
CCCn1cc(S(=O)(=O)c2ccc(C)cc2)c(=O)c2cc(OC)c(OC)cc21,17,2,-1,2,5,-14,-11,25,-1,1,9
N/C(=N\OC(=O)c1ccc(Cl)cc1Cl)c1cccnc1,-86,-18,4,-161,-17,-39,-104,-81,61*,-32,22
Cc1c(OC(C)C(=O)NCCN2CCOCC2)ccc2c3c(c(=O)oc12)CCC3 (stereo not drawn),4,18,-6,8,-9,-7,0,-11,-23,-10,1
# The list goes on.
SMILES,SRC1 inh,CF NFkB block,LMP1 NFkB inh,LRH-1 inv ag,KKLEB cytotox,TROY NFkB inh,Shn3 3UTR inh,SRC3 inh,C8 TRAIL sens,COUP-TFII inh,TWEAK-Fn14 inh
Cc1cc(C(=O)N2CCCC2(C)C(=O)NCC(C)C)nn1C(C)(C)C (stereo not drawn),-25,-3,/,-15,15,8,-5,15,9,3,1
CCSCc1nnc(SCC(=O)Nc2ccc(F)cc2)n1CC,-30,12,-1,0,7,0,-4,17,37,3,3
CCc1nc2nc(C)c(NS(=O)(=O)c3ccc(CC(C)C)cc3)c(=O)n2[nH]1,5,5,-1,4,9,-3,-5,0,-18,2,36
COc1ccc(CCNC(=O)CSc2nnc(CNC(=O)c3cccs3)o2)cc1OC,-6,-3,-5,47,13,5,6,13,7,-10,1
O=C(COC(=O)CNS(=O)(=O)c1cccc(Br)c1)Nc1ccccc1Sc1ccccc1,-10,-19,0,19,-7,12,13,-11,-8,-2,-4
O=C(c1ccco1)N1CCN(C(=O)C2CC(c3ccc(Cl)cc3)=NO2)CC1 (stereo not drawn),9,2,4,-21,5,7,13,7,7,2,-11
Cc1ccc(NC(=O)c2cc(NC(=O)/C=C\C(=O)O)ccc2N2CCCCC2)cc1,-6,-6,-4,1,9,-26,-6,-14,-9,0,-20
OCCC1CN(Cc2cccc3nccnc23)CCN1Cc1ccc(F)cc1 (stereo not drawn),7,2,-1,3,-13,7,/,-8,12,1,14
COc1ccccc1C(=O)Nc1ccnn1C1CCN(CCC(C)c2ccc(C)o2)CC1 (stereo not drawn),1,2,0,-5,0,8,-10,-14,-3,3,-6

# Already shown: an excerpt of the list.
SMILES,SRC1 inh,CF NFkB block,LMP1 NFkB inh,LRH-1 inv ag,KKLEB cytotox,TROY NFkB inh,Shn3 3UTR inh,SRC3 inh,C8 TRAIL sens,COUP-TFII inh,TWEAK-Fn14 inh
OCCC1CN(Cc2cccc3nccnc23)CCN1Cc1ccc(F)cc1 (stereo not drawn),7,2,-1,3,-13,7,/,-8,12,1,14
COc1ccccc1C(=O)Nc1ccnn1C1CCN(CCC(C)c2ccc(C)o2)CC1 (stereo not drawn),1,2,0,-5,0,8,-10,-14,-3,3,-6

# The list is partial (hit frequency here may not be typical).
